Assay outcomes as filed in PubChem.
Wnt act = activators of Wnt/beta-catenin signaling; hit rate 1.2% among 300,000; activation, % at 9.35 µM; Wnt/beta-catenin reporter cell assay, activator, plate reader; in the data active = activation above about 30%, passing the limit was not always enough;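 note: 0% = neutral control wells and 100% = positive control wells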
Numbers without * were called inactive. The list is partial, so the mix of outcomes need not match the whole.

| canonical_smiles | Wnt act |
| --- | --- |
| O=C(Nc1oc2ccccc2c(=O)c1-c1ccc2c(c1)OCO2)c1ccco1 | -1 |
| COC(=O)[C@]12C[C@H](CC(=O)N3CCN(C(=O)C4CC4)CC3)C(=O)N(Cc3ccc4c(c3)OCO4)C1=C[C@H](C(C)(C)C)O[C@@H]2C | -4 |
| COCCNC(=O)C1(C)CCCN(C(=O)c2c(F)ccc(C)c2F)C1 (centres undefined) | -4 |
| CCCCN1C(=O)C(CC(=O)NC2CCCC2)CC(C(=O)N(C(C)C)C(C)C)=C1C (centres undefined) | -1 |
| O=C(COC(=O)c1cccc(Cl)c1Cl)NC1CCCCCC1 | 2 |
| CC1=C(C(=O)N(C(C)C)C(C)C)CC(CC(=O)NCCCN(C)C)C(=O)N1Cc1ccccc1 (centres undefined) | -2 |
| CC(=O)N1CCN(Cc2cc(=O)oc3ccc4ccccc4c23)CC1 | 1 |
| O=C1NC[C@@H](CCCCN2C[C@H](Cc3ccc(O)cc3)N(CC3CCCCC3)C(=O)C2=O)N(CCC2CCCCC2)C1=O | -4 |
| CCc1nc2c(OCCn3cccc3)cccn2c1N(C)C(=O)C1CC1 | 0 |
| CCOC1=C2[C@@H](CN(S(=O)(=O)c3ccccc3)[C@H]2c2ccccc2)[C@H]2C(=O)N(c3ccccc3)C(=O)[C@H]2C1 | -4 |
| CC(=O)Oc1ccc(-c2csc(Nc3ccccn3)n2)cc1 | 61* |
| Cc1cccc(C)c1NC(=O)c1csc([C@H]2C[C@H](O)[C@@H](CO)O2)n1 | 2 |
| CN1CCN(CC(=O)Nc2c(C#N)cnn2-c2ccccc2)CC1 | 0 |
| COc1cccc(C(=O)C(CCC#N)c2ccccc2)c1 (centres undefined) | 6 |
| Cc1cccc(N2CCN(C(=O)c3[nH]c(C(F)(F)F)nc3-c3ccccc3)CC2)c1C | -22 |
| CCN(CC)C(=O)c1cccc(-c2csc(C(O)c3ccc(F)c(F)c3)n2)c1 (centres undefined) | -2 |
| COC(=O)C1=C(C)N(Cc2ccccc2C(F)(F)F)C(=NCc2cccc(C(F)(F)F)c2)NC1c1cccc(Cl)c1 (centres undefined) | -22 |
| Cc1cccc(C(=O)N2CCC(=O)N([C@H](COCc3ccc(Cl)cc3)Cc3ccccc3)CC2)c1 | -4 |
| C[C@H](NC(=O)c1nc[nH]c1C(=O)NC[C@@H](C)O)c1ccccc1 | -2 |
| CC(C)C(N)c1csc(NC(=O)Nc2cccc(Cl)c2)n1 (centres undefined) | 2 |
| OC[C@@H]1CN(Cc2ccc3c(c2)OCO3)C[C@H](n2cnc3c(N4CCCC4)ncnc32)O1 | -2 |
| CCCCOCCCNC(=O)C[C@@H]1C[C@@]2(C(=O)OCC)CCCC=C2N(Cc2ccc(Cl)cc2Cl)C1=O | -2 |
| CC(=NNC(=S)Nc1ccccc1)c1ccccn1 | 8 |
| COc1cccc(S(=O)(=O)N(C)C[C@H]2Oc3ncc(Br)cc3C(=O)N([C@H](C)CO)C[C@H]2C)c1 | -3 |
| O=S1(=O)N[C@@H](Cc2ccccc2)COc2cccc(N3CCCCC3)c21 | -4 |
| CCC(CC)C(=O)N(C)c1c(C)nc2c(OCC(=O)C(C)(C)C)cccn12 | -2 |
| CCOC(=O)[C@]12CCC=C1N(Cc1ccccc1)C(=O)[C@H](CC(=O)NCc1cccc(C(F)(F)F)c1)C2 | -2 |
| Cc1cccc(S(=O)(=O)NC(=O)C2(C)CCN2C(=O)Cc2cccs2)c1 (centres undefined) | 0 |
| O=C(NC1CCCC1)C(C1CC1)n1c(-c2ccncc2)nc2ccccc21 (centres undefined) | 0 |
| CCC1CCC/C1=N\NC(=O)c1ccccc1Cl (centres undefined) | 20 |
| O=C(Nc1ccc(Cl)cc1)c1csc(COCCO)n1 | 13 |
| CCC(c1nc2ccccc2[nH]1)n1c(=O)c(-c2ccccc2)nc2ccccc21 (centres undefined) | -3 |
| C[C@H](NC(=O)c1ncn2c1C(=O)N(C)CC2)C(=O)OC(C)(C)C | 0 |
| O=C(Cc1ccc(-n2c(=O)c3ccccc3n(Cc3cccc([N+](=O)[O-])c3)c2=O)cc1)NCC1CCCO1 (centres undefined) | -1 |
| O=C1Nc2ccccc2-n2nnnc2C1N1CCN(c2ccc(C(F)(F)F)cn2)CC1 (centres undefined) | -2 |
| CCOC(=O)[C@]12CCCC=C1N(Cc1ccco1)C(=O)[C@H](CC(=O)NCC13CC4CC(CC(C4)C1)C3)C2 | -5 |
| COc1cc(-c2cc(NC(C)=O)c3ncc(-c4ccccc4)n3c2)cc(OC)c1OC | -1 |
| CC1(C(=O)Nc2cccc(Oc3ccccc3)c2)CCN1Cc1ccccc1Cl (centres undefined) | 10 |
| COc1ccc(NC(=O)N(C)[C@H]2C[C@H]3c4[nH]c5ccc(-c6ccc7c(c6)OCO7)cc5c4CCN3C[C@H]2[C@H](C)O)cc1 | -2 |
| O=C(/C=C/c1ccccc1)C1=C(O)C(=O)N(CCO)C1c1cccc([N+](=O)[O-])c1 (centres undefined) | -1 |
| CCOC(=O)c1ccc(NC(=O)Nc2nncs2)cc1 | -7 |
| COC(=O)CCC(C)C1CCC2C3C(OC(C)=O)CC4CC(O)CCC4(C)C3CC(O)C12C (centres undefined) | 3 |
| Nc1ccccc1C(=O)NN=Cc1cccnc1 | -2 |
| CCCS(=O)(=O)NC(=O)C1(C)CCCN(C(=O)c2ccc(C(F)(F)F)nc2C)C1 (centres undefined) | -9 |
| N#Cc1cccc(C(=O)C(=O)N2CCN(C(=O)OCc3ccccc3)CC2)c1 | -1 |
| OC(c1ccc(F)cc1)c1ncc(-c2ccccc2F)[nH]1 (centres undefined) | 2 |
| CCOC(=O)[C@]12CCCC=C1N(Cc1ccccc1)C(=O)[C@H](CC(=O)NCc1cccs1)C2 | 1 |
| COC(=O)C[C@@H]1CC[C@@H](NC(=O)NC2CCCC2)[C@@H](CO)O1 | 0 |

A draw from above in order of formula weight, lowest first.
| canonical_smiles | Wnt act |
| --- | --- |
| OC(c1ccc(F)cc1)c1ncc(-c2ccccc2F)[nH]1 (centres undefined) | 2 |
| CCOC(=O)c1ccc(NC(=O)Nc2nncs2)cc1 | -7 |
| COC(=O)C[C@@H]1CC[C@@H](NC(=O)NC2CCCC2)[C@@H](CO)O1 | 0 |
| N#Cc1cccc(C(=O)C(=O)N2CCN(C(=O)OCc3ccccc3)CC2)c1 | -1 |
| CC1(C(=O)Nc2cccc(Oc3ccccc3)c2)CCN1Cc1ccccc1Cl (centres undefined) | 10 |
| COc1cc(-c2cc(NC(C)=O)c3ncc(-c4ccccc4)n3c2)cc(OC)c1OC | -1 |
| COc1ccc(NC(=O)N(C)[C@H]2C[C@H]3c4[nH]c5ccc(-c6ccc7c(c6)OCO7)cc5c4CCN3C[C@H]2[C@H](C)O)cc1 | -2 |

Other results
| canonical_smiles | Wnt act |
| --- | --- |
| COc1ccc(NC(=O)C(C2CC2)n2c(=O)c(-c3ccco3)nc3ccccc32)cc1 (centres undefined) | -3 |
| COc1cc(CNc2ncnc3c2ncn3[C@H]2CN(Cc3cccc4ccccc34)C[C@@H](CO)O2)cc(OC)c1OC | -4 |
| COc1ccc(S(=O)(=O)N(C)C[C@@H]2OCc3cnnn3CCCC(=O)N([C@H](C)CO)C[C@H]2C)cc1 | -2 |
| CCCc1c(-c2cccc(Cl)c2)ncn1Cc1ccccc1OC | -5 |
| COc1cccc(NC(=O)CN(C)C(=O)/C=C/c2ccc(S(=O)(=O)N3CCCCCC3)cc2)c1 | -9 |
| C=CCNc1ccc2c(c1)OC[C@@H](CC(C)C)NS2(=O)=O | 0 |
| Cc1cc(=O)n2c(n1)NC(=NCc1ccccc1)NC2c1ccccc1 (centres undefined) | -1 |
| CC1(C)CC(=O)C=C(c2ccc(-c3ccc(S(C)(=O)=O)cc3)cc2)C1=O | -1 |
| CCCNC(=O)C1(C)CCN(C(=O)c2cc(C(C)(C)C)nn2C)C1 (centres undefined) | -1 |
| O=C(NCc1ccccc1)c1cc(C2COCCN2C(=O)CCc2ccccc2)on1 (centres undefined) | -7 |
| CC(=O)C1=C(C)N(Cc2ccc(Cl)cc2)C(=S)NC1c1ccc(Cl)cc1 (centres undefined) | -8 |
| O=c1c2ccccc2nc2n1CCc1ccc(Br)cc1-2 | -1 |
| O=C1C(=O)c2cccnc2-c2ncccc21 | -3 |
| O=C(NC(C(=O)N1CCCC1C(=O)NC1CCCC1)c1ccccc1)c1cccs1 (centres undefined) | -1 |
| Cc1ccc(NC(=S)NC(=O)c2cncc(Br)c2)cc1Cl | -1 |
| COc1ccc(NC(=O)C2(C)CCN2Cc2ccccc2Cl)cc1OC (centres undefined) | -3 |
| Cc1cc2nc(-c3ccco3)c(CC(C)(C)C)n2c(C)c1Br | 0 |
| COC(=O)C1=C(C)N(C)C(=NCc2ccc(OC)cc2)NC1c1ccc(C(F)(F)F)cc1 (centres undefined) | 0 |
| CCCCn1nnnc1C1(C)CCC(=O)N1Cc1cccnc1 (centres undefined) | -1 |
| O=C1NC[C@@H](CCCCN2C[C@H](Cc3ccccc3)N(CCc3ccc(O)cc3)C(=O)C2=O)N(CCc2ccccc2)C1=O | -1 |
| COCCCn1c(C(=O)NC2CCCCC2)cc2c(=O)n3cccc(C)c3nc21 | -1 |
| CCOC(=O)C1=CCN(S(=O)(=O)c2cccc(Cl)c2)C1c1cccc(Cl)c1 (centres undefined) | -1 |
| COC(=O)Cn1c(C(=O)N(C)C)cc2c1C[C@H]1CN(C(=O)c3ccccc3)[C@@](Cc3ccc(F)cc3)(C(=O)OC)[C@@H]21 | -2 |
| CCN(CC(=O)NCc1cccs1)C(=O)/C=C/c1ccc(F)cc1 | -1 |
| Nc1nc(Nc2ccc(Cl)cc2)c(NC=O)c(=O)[nH]1 | 0 |
| CCC(C(=O)NC1CCCC1)n1c(C2CC2)nc2ccccc21 (centres undefined) | 0 |
| C[C@H]1CN([C@@H](C)CO)C(=O)CCCn2nncc2CO[C@H]1CN(C)S(=O)(=O)c1ccc(Oc2ccccc2)nc1 | -5 |
| COc1ccc2[nH]c(C(=O)NCCc3ccccc3)cc2c1 | 4 |
| COCCNC(=O)C1(C)CCCN(C(=O)c2ccccc2F)C1 (centres undefined) | -1 |
| COc1ccc(Cc2c(-c3cccc(Br)c3)nc3ccc(Br)cn23)c(C)c1 | 0 |
| O=C1C(=Cc2ccccc2O)SC(=S)N1CCCN1CCOCC1 | -2 |
| CC(C)N(C(=O)c1ccc(-c2ccccc2F)cc1)C(C)C | 0 |
| O=C1c2ccccc2C(c2nnnn2Cc2ccccc2)N1CCCN1CCOCC1 (centres undefined) | -2 |
| COc1ccccc1Cc1c(-c2ccco2)nc2ccc(Br)cn12 | 0 |
| CC[C@@H]1CCC[C@@H](O)[C@@H](C)C(=O)O[C@H](C)[C@@H](C)C/C=C(C)/C(OC)=C\C(=O)N(C)C([C@@H](C)CC)C(=O)N(C)[C@@H](C(C)C)C(=O)N(C)[C@@H](COC)C(=O)N2CCC[C@H]2C(=O)N(C)[C@@H](C(C)C)C(=O)N2CCC[C@H]2C(=O)O1 (some centres undefined) | -11 |
| COc1ccc(F)cc1-c1cc(NC=O)c2ncc(-c3cccc(C(F)(F)F)c3)n2c1 | -10 |
| Cc1cccc(S(=O)(=O)NC(=O)C2(C)CCN2C(=O)c2cccc(F)c2)c1 (centres undefined) | 1 |
| CCOC(=O)C1=CCN(S(=O)(=O)c2ccc(F)cc2)C1c1ccc(F)cc1 (centres undefined) | -1 |
| Cn1c(=O)n(C)c2cc(CNC(=O)[C@H]3O[C@@H](n4ccc(=O)[nH]c4=O)[C@H](O)[C@@H]3O)ccc21 | -2 |
| CCc1nc2ccc(C(=O)NC3CCN(Cc4ccccc4)CC3)cn2c1N(C)CCN1CCOCC1 | -2 |
| CCCC(=O)N1CCCC1(C)C(=O)Nc1cccc(OC(C)C)c1 (centres undefined) | -1 |
| CSc1ccc(OC2(C)CCN(Cc3cc4ccccc4o3)C2)cc1 (centres undefined) | 11 |
| CC1Cc2[nH]c(=S)[nH]c(=O)c2C(c2ccc(F)cc2)O1 (centres undefined) | -3 |
| CSc1nc2c(=S)[nH]c(=S)[nH]c2s1 | 1 |
| Cc1ccc(C)c(C(O)c2ncc(-c3ccc(C(F)(F)F)cc3)[nH]2)c1 (centres undefined) | -1 |
| Cc1cccc(-n2ncc3c2CCCC3NC(=O)c2cccs2)c1C (centres undefined) | -8 |
| COc1ccc(OCc2nnc(SCC(=O)Nc3oc(C)c4c(C)n[nH]c(=O)c34)n2C)cc1 | -3 |
| CC(C)N(C)c1ncnc2c1ncn2[C@H]1CN(CCc2ccccc2)C[C@@H](CO)O1 | -4 |

Some of these compounds in order of their number in Wnt act, ascending:
| canonical_smiles | Wnt act |
| --- | --- |
| Cc1cccc(-n2ncc3c2CCCC3NC(=O)c2cccs2)c1C (centres undefined) | -8 |
| CC1Cc2[nH]c(=S)[nH]c(=O)c2C(c2ccc(F)cc2)O1 (centres undefined) | -3 |
| Cc1cccc(S(=O)(=O)NC(=O)C2(C)CCN2C(=O)c2cccc(F)c2)c1 (centres undefined) | 1 |

Additional results
| canonical_smiles | Wnt act |
| --- | --- |
| COC(=O)/C=C1/S/C(=N/NC(=O)c2ccc(Cl)cc2Cl)NC1=O | 0 |
| CC(=O)ON=C1C=CC(=C(C#N)c2ccccc2)C=C1 | -2 |
| CC(C)(C)c1ccc(CC(=O)N2CCC2(C)C(=O)N2CCCCC2)cc1 (centres undefined) | -5 |
| CCc1nc2ccc(C(=O)N(C)C(C)C)cn2c1N(CC)Cc1cccc(Br)c1 | -1 |
| Nc1ncnc2c1ncn2[C@@H]1O[C@H](C(=O)N[C@@H](CCc2ccccc2)C(=O)N2CCN(C(=O)N3CCCCC3)CC2)[C@@H](O)[C@H]1O | 12 |
| CCCCCCN1CCN(C2CN(Cc3ccc(F)cc3)S(=O)(=O)C2)CC1 (centres undefined) | -3 |
| Cc1ccc(F)c(S(=O)(=O)NC(=O)C2(C)CCN2C(=O)Cc2ccc(C(C)(C)C)cc2)c1 (centres undefined) | -2 |
| COc1ccc(C(C)(NC(C)=O)c2nc(-c3cccc(C(=O)O)c3)cs2)cc1 (centres undefined) | -2 |
| O=C(Nc1ccc(S(=O)(=O)NC2=NCCCCC2)cc1)c1cccc(OC(F)F)c1 | -9 |
| O=C(N[C@H](Cc1ccccc1)C(=O)NCc1ccco1)[C@H]1O[C@@H](n2ccc(=O)[nH]c2=O)[C@H](O)[C@@H]1O | 0 |
| CCCCCCn1c(=O)n2n(c1=O)C[C@]1(OC(=O)NCc3ccccc3F)CN(S(=O)(=O)c3ccc(C)cc3)C[C@]1(O)C2 | -1 |
